aSyn yeast rescue = rescues yeast growth from alpha-synuclein toxicity | S. cerevisiae alpha-synuclein toxicity rescue, BacTiter-Glo growth, 24 h | actives 0.02% (n = 94,000) | Potency, µM (highest dose often 46.1 µM), for the others: at the highest dose growth rescue (activation), actives largely listed as activators; active = well fitted activation curve with a large enough effect; inconclusive = small, poorly fitted or top-dose-only effect; also: 0% is about no effect
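Growth restoration measured by BacTiter-Glo luminescence after 24 hr at 30 deg C; alpha-synuclein yeast, raffinose-pregrown to mid-log, were added at OD600=0.02 in galactose medium onto pinned compounds.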
The depositor's hits bear a star; ? = inconclusive; & = joins results of further samples; [ ] = dose if it differs, or a comment. Potency is read from the fitted curve at half-maximal effect.

A first look (5 entries):
SMILES	aSyn yeast rescue
CCn1cc(S(=O)(=O)c2cccc(C)c2)c(=O)c2cc(F)c(N3CCCCC3C)cc21 (stereo not given)	2%
COc1ccc(NC(=O)c2c(C)oc3ccc(O)c(CN4CCC(C)CC4)c23)cc1Cl	6%
COc1cccc(NC(=O)CSc2cc(C)c3ccccc3n2)c1	0%
Cc1ccc(NC(=O)CC(C)S(=O)(=O)c2ccc3c(c2)NC(=O)CO3)c(C)c1 (stereo not given)	2%
Cc1ccc(C)c(N2CCN(S(=O)(=O)c3ccc4c(c3)NC(=O)CC(=O)N4)CC2)c1	1%

Results, from the first entry:
SMILES	aSyn yeast rescue
CCn1cc(S(=O)(=O)c2cccc(C)c2)c(=O)c2cc(F)c(N3CCCCC3C)cc21 (stereo not given)	2%
COc1ccc(NC(=O)c2c(C)oc3ccc(O)c(CN4CCC(C)CC4)c23)cc1Cl	6%
COc1cccc(NC(=O)CSc2cc(C)c3ccccc3n2)c1	0%
Cc1ccc(NC(=O)CC(C)S(=O)(=O)c2ccc3c(c2)NC(=O)CO3)c(C)c1 (stereo not given)	2%
Cc1ccc(C)c(N2CCN(S(=O)(=O)c3ccc4c(c3)NC(=O)CC(=O)N4)CC2)c1	1%
Cc1cc(OCCn2c(CCNC(=O)C3CCCCC3)nc3ccccc32)ccc1Cl	2%
CCCCNC(=O)C1CCC(Cn2c(=O)c3sccc3n(CC(=O)Nc3ccccc3)c2=O)CC1 (stereo not given)	-4%
CCCCN1CNC(=S)N(c2ccc(C(=O)OCC)cc2)C1	4%
N#Cc1cnn2c(N)c(-c3ccc(Cl)cc3)cnc12	15%
Cc1nn(CCCC(=O)Nc2cc(C(F)(F)F)ccc2Cl)c(=O)c2c1sc1ccccc12	-5%
CC(=O)N1CCN(S(=O)(=O)c2cccc(C(=O)OCC(=O)N3CC(=O)Nc4ccccc43)c2)CC1	-6%
COc1ccc(CN2CCN(Cc3cccc(OC)c3)C(CCO)C2)cc1 (stereo not given)	8%
CCn1c(=O)n(CC)c2cc(NC(=O)CSc3ccc([N+](=O)[O-])cn3)ccc21	-4%
CCC(C)NC(=O)c1sc2nc(C)c(C(=O)Nc3ccc(C)cc3C)c(-c3ccccc3Cl)c2c1N (stereo not given)	4%
COc1ccc(C2=NS(=O)(=O)N(C)C(C(=O)NC(C)c3ccccc3)=C2)cc1 (stereo not given)	0%&6%
CCN(CC)C(=O)C1=C(C)N(Cc2ccccc2)C(=O)C(CC(=O)NC2CCCC2)C1 (stereo not given)	-9%
Fc1ccccc1-c1nc(-c2ccncc2)no1	7%
Cc1ccc(C2CCN(C(=O)c3cnn(-c4ccc(C)c(C)c4)c3C3CCN(C(=O)OC(C)(C)C)CC3)C2)cc1 (stereo not given)	16%
COc1ccccc1CNc1ncnc2c1nc1n2CCCC1	-2%
CC1CCC(N2CC(=O)N(C3CCCC3)C(c3ccc(Cl)cc3)C2=O)CC1 (stereo not given)	-3%
Cn1cccc1/C=C1\SC(=S)N(NC(=O)c2ccccc2Cl)C1=O	-4%
O=C(Nc1ccc2nc(SCCOc3ccccc3)sc2c1)c1ccc2c(c1)OCO2	1%
CC(=O)N1CCc2cc(S(=O)(=O)NC(C(=O)Nc3ccc(C)cc3C)C(C)C)ccc21 (stereo not given)	3%
COc1ccc(C(NC(=O)N2CC(C)OC(C)C2)C(Cl)(Cl)Cl)cc1F (stereo not given)	-1%
O=C(NCCSc1c(-c2ccc(F)cc2)[nH]c2ccccc12)c1ccc(S(=O)(=O)N2CCOCC2)cc1	3%
Cc1ccc(S(=O)(=O)NNC(=O)C2CC=CCC2C(=O)O)cc1 (stereo not given)	2%
O=C(Cn1sc2ccccc2c1=O)Nc1ccccc1	-35%[inhibitor]
O=C(NCc1ccccc1F)c1sc2ncccc2c1-n1cccc1	-9%
CCC1CCCCN1Cc1cn2c(-c3ccc(Br)cc3)nnc2s1 (stereo not given)	1%
Cc1ccc2oc(=O)c3cnn(CC(=O)NCCN4CCOCC4)c3c2c1	-1%
CC(=O)Nc1cc2c(ccc3ccccc32)oc1=O	-6%
COc1ccc(C2c3ccc(O)cc3Oc3ncn(CC(C)C)c(=N)c32)cc1 (stereo not given)	-2%
Cc1oc2ncn(C)c(=O)c2c1C(=O)N1CCN(c2ccccc2F)CC1	5%
COC(=O)C1CCN(CC(=O)Nc2cc(C)c3c(=O)oc4ccccc4c3n2)CC1	8%
O=[N+]([O-])c1cccc(Oc2cnccn2)c1	0%
Cc1ccc(-c2cc(C(F)(F)F)n3nc(-c4cccc(Br)c4)cc3n2)cc1	1%
O=S(=O)(Cc1cccc(F)c1)c1c[nH]c2ccccc12	3%
Cc1ccc(Cl)cc1NC(=O)Cn1c(=O)n(C(C)C)c(=O)c2oc3ccccc3c21	-3%
O=C(CSc1ncc(CO)n1Cc1ccc(Cl)cc1)NCc1ccc(F)cc1	3%
Cn1c2ccccc2c2cnn(CC(=O)Nc3ccc(Cl)cc3)c(=O)c21	-1%

Reformatted as labelled records: 2 of the compounds above
mol: O=[N+]([O-])c1cccc(Oc2cnccn2)c1
  aSyn yeast rescue: 0%
mol: O=C(CSc1ncc(CO)n1Cc1ccc(Cl)cc1)NCc1ccc(F)cc1
  aSyn yeast rescue: 3%

(more compounds)
SMILES	aSyn yeast rescue
Cc1c(C(=O)O)nnn1-c1nonc1N	-4%
CN(C1CCS(=O)(=O)C1)S(=O)(=O)c1cccs1 (stereo not given)	1%
COc1ccc(NS(=O)(=O)c2ccc(C)c(C(=O)OC(C)C(=O)N3CCOCC3)c2)cc1 (stereo not given)	7%
CCOc1ccc(CCNC(=O)c2cn(C)c3ccc(S(=O)(=O)N4CCCCC4)cc3c2=O)cc1OCC	-5%
NS(=O)(=O)c1ccc(CCNC(=O)COC(=O)CN2C(=O)C3CCCCC3C2=O)cc1 (stereo not given)	-17%
Cc1nnc(NC(=O)CCC2CCCCC2)s1	11%
Cc1noc(C)c1NC(=O)N(C)C[C@H]1OCc2cnnn2CCCC(=O)N([C@@H](C)CO)C[C@H]1C	-1%
Cc1ccc(C)c(N2CCN(C(=O)Cn3ncc4c(=O)oc5ccccc5c43)CC2)c1	-4%
O=C(NCc1ccccc1)c1ccc(Cn2c(=O)c3cccn3c3cccnc32)cc1	-10%
C[C@@H]1CN([C@H](C)CO)C(=O)CCCn2nncc2CO[C@@H]1CN(C)S(C)(=O)=O	3%
O=C(NC1CC(=O)N(c2cccc(F)c2)C1)c1cc2ccccc2o1 (stereo not given)	2%
Cc1ccc(CN2CCCN(Cc3c(C)cc(C)cc3C)S2(=O)=O)cc1	13%
Cc1ccccc1NC(=O)CCC(=O)N1CCSc2ccccc21	-9%
CCOC(=O)c1c(C)[nH]c(CCC(=O)NCc2ccc(F)cc2)c1C	4%
Clc1cccc(-c2noc3ncnc(NC4CCCCC4)c23)c1	-12%
O=C(OCc1ccco1)c1ccc2c(c1)N(Cc1cccc(F)c1)C(=O)c1ccccc1S2	3%
CCCCn1c(N)c(N(CCOC)C(=O)c2cc3c(s2)CCCCC3)c(=O)[nH]c1=O	-10%
Cc1cc2c(cc1S(=O)(=O)N(C)CC(=O)Nc1cccc(C#N)c1)OCC(=O)N2	0%
CN(C)C1(CNC(=O)COc2ccc([N+](=O)[O-])cc2)CCCCC1	5%
CCS(=O)(=O)N1CC(=O)N(c2cccc(C)c2C)C(C)(C(=O)NC2CCCCC2)C1 (stereo not given)	-14%
CCOC(=O)N/N=C1\CC(C)CC(C)(C)C1 (stereo not given)	-12%
COC(=O)c1c(NC(C)=O)sc(C(=O)Nc2ccccc2)c1C	12%
COc1cccc(N/C(SC)=C(/C#N)C(=O)NCc2cccs2)c1	0%
Cc1ccc(NC(=O)CCC(=O)OC(C)C(=O)c2ccccc2)cc1 (stereo not given)	10%
COc1ccc(CNC(=O)CS(=O)(=O)c2cccc3nsnc23)cc1	-10%
CCn1c(=O)n(-c2ccc(F)c(Cl)c2)c(=O)c2sc3ccccc3c21	0%
COc1ccc(NC(=O)CSc2nccn2C)c([N+](=O)[O-])c1	8%
COc1ccc(NC(=O)NC2COc3ccccc3C2)cc1Cl (stereo not given)	-5%
CCOc1ccc(CNS(=O)(=O)c2ccc(-c3coc(C)n3)cc2)cc1	-1%
CC(C)NC(=O)C1CCN(C(=O)c2cnn(-c3ccccc3)c2-n2cccc2)CC1	0%
Cc1ccc(C(=O)NCCc2ccc(Cl)cc2)cc1-n1c(C)nc2cccnc21	3%
CCOc1ccc(NC(=O)c2ccc(F)c(S(=O)(=O)NCc3ccc4c(c3)OCO4)c2)cc1	9%
CN(C)NC1CC(=O)N(c2ccccc2)C1=O (stereo not given)	-1%
CC(=O)c1cccc(N(CC(=O)Nc2cc(C)cc(C)c2)S(C)(=O)=O)c1	-9%
N=c1sccn1CC(=O)Nc1ccc(Cl)cc1[N+](=O)[O-]	0%
CCOc1ccc(-c2cc(CCCC(=O)NCCc3ccc(SC)cc3)no2)cc1	1%
COc1ccc(S(=O)(=O)N2CCC(C(=O)N[C@@H](C)C(=O)NCc3ccco3)CC2)cc1	4%
O=C(Nc1cc2ccc(O)cc2oc1=O)c1ccccc1	-12%
COCCNC(=O)CSc1nc2cc3c(cc2c(=O)n1CCCC(=O)NCc1ccc2c(c1)OCO2)OCO3	-1%
O=C(CSc1nc(-c2ccccc2)[nH]c1-c1ccccc1)Nc1ccc2c(c1)OCO2	-39%[inhibitor]
c1cnc(NCCSSCCNc2ncccn2)nc1	-2%
O=C(NNC(=S)Nc1cccc(C(F)(F)F)c1)c1cccc(Cl)c1	-14%
CC(=O)Nc1ccc(S(=O)(=O)N2CCCC(C(=O)O)C2)cc1 (stereo not given)	6%
O=C(/C=C/Nc1ccccc1C(F)(F)F)c1ccco1	4%
CN(C1CCCC1)C1CCN(C(=S)Nc2cc(F)cc(F)c2)CC1	-6%
CCCCn1c(N)c(N(CCC(C)C)C(=O)CC2CCCC2)c(=O)[nH]c1=O	-5%
COc1ccc(OC)c(S(=O)(=O)NCCc2csc3nc(-c4ccccc4)nn23)c1	8%
CCN(CC)C(=O)C1=C(C)N(Cc2ccccc2)C(=O)C(CC(=O)NCCc2ccccn2)C1 (stereo not given)	-3%
Cc1ccc(-n2ncc3c(Nc4cccc(C)c4C)ncnc32)cc1	2%
CC(C)NC(=O)C1CCN(c2ccc(S(=O)(=O)N3CCOCC3)cc2Cl)CC1	-6%
Cc1ccc(Cl)cc1-n1ncc2c(N3CCC(C)CC3)ncnc21	-4%
Cc1oc(-c2ccccc2Cl)nc1CSc1nc2ncccc2[nH]1	-14%
COc1cc(CC(NC(C)=O)C(=O)NC2CCN(C(=O)c3ccc(C)cc3)CC2)cc(OC)c1 (stereo not given)	3%
O=C(NCCS(=O)(=O)N1CCN(c2ccc(F)cc2)CC1)c1ccco1	-2%
CCCOP(=O)(c1ccccc1)c1ccccc1	3%
C/C(=N/NC(=O)C1CC1(c1ccccc1)c1ccccc1)c1ccco1 (stereo not given)	-3%

(continued)
SMILES	aSyn yeast rescue
Cc1cccc(-c2nc(S(=O)(=O)c3ccc(F)cc3)c(N3CCN(c4ccccc4)CC3)o2)c1	-7%
CCOc1ccc(-c2cc(C)n3nc(C(=O)Nc4ccc(C)c(C)c4)cc3n2)cc1	2%
COc1ccc(-c2[nH]ncc2CNCC(C)(C)N2CCOCC2)cc1F	-3%
COCCCNc1nc(NCc2cccc(Cl)c2)c2cnn(C)c2n1	0%
CCCN(Cc1cccs1)C(=O)Nc1ccc(F)c(Cl)c1	?
COc1ccc(OC)c2sc(NC(=O)CCSc3ccccc3)nc12	-6%
O=C(Nc1cc(F)ccc1F)C1CCN(c2nc3ccccc3n3cccc23)CC1	-1%
O=C(Nc1nnc(C(F)(F)F)s1)c1c(F)cccc1F	-15%
NC(=S)N/N=C/c1ccccc1[N+](=O)[O-]	0%
CCc1nn(CC(=O)Nc2ccc(NC(C)=O)cc2)c(=O)c2cc3sccc3n12	-10%
COC(=O)c1cc(C(=O)N2CCN(c3ccccc3OC)CC2)cc([N+](=O)[O-])c1	2%
COc1ccc(CNC(c2ccccc2)c2ccc(Cl)cc2)cc1 (stereo not given)	11%
CC(C)C(=O)Nc1nnc(SCC(=O)NCc2ccco2)s1	-1%
COC(=O)c1cccc(C(=O)N2CCCC(C(=O)c3cc(F)ccc3F)C2)c1 (stereo not given)	8%
Cn1cccc1/C=N/NC(=O)c1cc2ccccc2cc1O	-4%
O=C(Cn1ncc2c(=O)oc3ccccc3c21)Nc1cc(F)ccc1F	-5%

Quoted from above, five compounds:
SMILES	aSyn yeast rescue
COC(=O)c1cc(C(=O)N2CCN(c3ccccc3OC)CC2)cc([N+](=O)[O-])c1	2%
COc1ccc(CNC(c2ccccc2)c2ccc(Cl)cc2)cc1 (stereo not given)	11%
CC(C)C(=O)Nc1nnc(SCC(=O)NCc2ccco2)s1	-1%
COC(=O)c1cccc(C(=O)N2CCCC(C(=O)c3cc(F)ccc3F)C2)c1 (stereo not given)	8%
Cn1cccc1/C=N/NC(=O)c1cc2ccccc2cc1O	-4%

New compounds follow.
SMILES	aSyn yeast rescue
COc1cc(OC)c(C(=O)OCN2C(=O)c3ccccc3C2=O)cc1OC	-5%
COc1ccc(CCNC(=O)COc2ccc(N(C)S(=O)(=O)c3ccc(C)cc3)cc2)cc1OC	9%
COc1ccc(CC(NC(C)=O)C(=O)NC2CCN(c3c4c(nc5ncnn35)CCC4)CC2)cc1OC (stereo not given)	3%
Cc1c(Cl)cccc1-n1ncc(C(=O)NCCN2CCN(C)CC2)c1C1CCN(C(=O)OC(C)(C)C)CC1	2%

Compound activity deposited in PubChem by National Center for Advancing Translational Sciences (NCATS).

Only part of the results is shown. The share of hits here may be higher or lower than overall.
